High-throughput results: PubChem, The Scripps Research Institute Molecular Screening Center
MITF inh – MITF inhibitors, primary screen, biochemical, AlphaScreen, human. Microphthalmia-associated transcription factor (Homo sapiens), O75030. AlphaScreen MITF homodimerization, bead proximity signal. inhibition, % at 2.6 µM. actives 0.91% (n = 650,000). AID 1259374, 2018; in the data active = inhibition above about 50%;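 note: 0% = vehicle wells with protein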
Target sequence (O75030 whole entry, looked up): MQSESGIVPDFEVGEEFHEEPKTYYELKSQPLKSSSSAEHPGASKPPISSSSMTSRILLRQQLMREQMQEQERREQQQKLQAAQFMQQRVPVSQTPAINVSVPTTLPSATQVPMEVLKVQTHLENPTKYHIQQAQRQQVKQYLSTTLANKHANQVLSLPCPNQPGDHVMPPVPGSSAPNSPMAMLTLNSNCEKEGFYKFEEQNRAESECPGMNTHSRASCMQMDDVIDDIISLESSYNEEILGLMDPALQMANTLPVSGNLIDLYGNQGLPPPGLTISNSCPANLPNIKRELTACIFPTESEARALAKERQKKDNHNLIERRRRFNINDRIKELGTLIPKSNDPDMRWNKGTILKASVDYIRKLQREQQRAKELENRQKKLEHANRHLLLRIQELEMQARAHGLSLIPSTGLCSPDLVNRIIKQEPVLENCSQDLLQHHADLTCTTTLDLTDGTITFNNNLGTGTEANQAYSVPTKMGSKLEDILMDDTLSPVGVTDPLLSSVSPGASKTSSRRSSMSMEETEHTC
TEAD-YAP inh – TEAD-YAP interaction inhibition, primary screen, TEAD-YAP interaction inhibitor project, luminescence, HEK-TIYL cells; TEAD-Gal4/YAP UAS-luciferase luminescence; inhibition, % at 9.12 µM; actives 1.4% (n = 640,000); AID 1259422, 2018; in the data active = inhibition above about 32%;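 note: 0% = median of test compound wells and 100% = reference inhibitor wells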
GPR151 activ – activators of human GPR151, primary screen, cell-based, PathHunter beta-arrestin, luminescence; actives 1% (n = 650,000); PathHunter beta-arrestin GPR151 cells; activation, % at 11.2 µM; G-protein coupled receptor 151 (Homo sapiens), Q8TDV0; in the data active = activation above about 4.9%;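 note: 0% = median of compound wells and 100% = cells with positive control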
Target sequence (Q8TDV0 whole entry, looked up): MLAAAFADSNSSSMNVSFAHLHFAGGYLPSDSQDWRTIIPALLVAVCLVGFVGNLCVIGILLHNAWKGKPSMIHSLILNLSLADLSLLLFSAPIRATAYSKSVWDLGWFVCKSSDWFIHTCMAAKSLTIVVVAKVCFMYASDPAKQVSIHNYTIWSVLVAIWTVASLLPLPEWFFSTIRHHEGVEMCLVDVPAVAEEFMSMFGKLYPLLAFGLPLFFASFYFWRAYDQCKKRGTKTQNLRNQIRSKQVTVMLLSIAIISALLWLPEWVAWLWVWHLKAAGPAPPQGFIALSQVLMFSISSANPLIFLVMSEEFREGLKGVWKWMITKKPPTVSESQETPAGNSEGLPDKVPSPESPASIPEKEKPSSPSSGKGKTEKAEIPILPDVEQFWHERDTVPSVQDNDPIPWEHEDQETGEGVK
FBW7 act – FBW7 E3 ligase activators, primary screen, biochemical, AlphaScreen, human; AlphaScreen FBW7–phospho-cyclin E peptide binding, activator screen; normalized activity (activation), % at 26.1 µM; F-box/WD repeat-containing protein 7 (Homo sapiens), Q969H0; AID 1259310, 2017; actives 0.13% (n = 650,000); in the data active = normalized activity above about 1.9%;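 note: purified mutant Fbw7 with reduced substrate affinity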
Starred values were filed as active, the others as inactive.

Fields: FBW7 act	MITF inh	TEAD-YAP inh	GPR151 activ
CN(C)CCCN1C(=O)C(O)=C(C(=O)c2ccco2)C1c1cccnc1 (stereo not given)
    0.0	2	11	1.0
CCOc1ccc(NC(=O)c2cccnc2Cl)cc1
    0.0	4	-6	0.5
COc1cc(NC(=O)c2cccc(-n3cc(NC(=O)Cc4cccc(C)c4)cn3)c2)cc(OC)c1OC
    -0.1	-6	28	3.0
O=C(NCCc1ccncc1)c1ccc(Cl)cc1Cl
    0.1	4	-41	-0.7
N#CC1=C(SCSC2=C(C#N)C(c3ccccc3Cl)CC(=O)N2)NC(=O)CC1c1ccccc1Cl (stereo not given)
    0.1	8	20	-1.1
COC(=O)c1cc(C(=O)Nc2cc(C(F)(F)F)ccc2Cl)cc([N+](=O)[O-])c1
    -0.1	-21	-5	-0.1
CCSc1nc2ccccc2n1C(=O)Oc1ccccc1
    -0.1	7	8	0.5
CS(=O)(=O)Oc1ccc(Br)cc1/C=C1/N=C(c2cccs2)OC1=O
    0.0	10	0	-0.3
CC1=N/C(=C\c2ccc(OC(F)F)cc2)C(=O)O1
    -0.1	4	9	1.9
COC(=O)C1CCCCN1Cc1ccc2c(c1)CN(C1CCSCC1)CCO2 (stereo not given)
    0.1	0	1	-0.7
COc1cccc(C(=O)/C=C/Nc2cc(Cl)ccc2OC)c1
    0.4	12	-34	-3.1
CCOc1ccc2nc(SCC(=O)Nc3ccc(Br)cc3)sc2c1
    0.0	14	3	-0.4
O=C(CSc1nnnn1-c1ccccc1)Nc1cc(Cl)ccc1O
    0.1	5	3	4.2
COc1ccc(CC(=O)N2CCn3c(nnc3C3CC3)C2)cc1
    0.0	-10	2	0.1
COCCNC(=O)CN1CCC(NC(=O)C(C)(C)C)CC1
    1.4	5	7	0.2
O=C1C2C3C=CC(C4CC34)C2C(=O)N1CCO (stereo not given)
    0.0	-7	-6	1.3
CCOC(=O)c1cc(-c2ccccc2)sc1NC(=O)CSc1nc2ccccc2s1
    0.0	-5	-15	-0.3
COCCNc1ccc2ncc(-c3cc4ccccc4s3)n2n1
    0.2	-13	-1	0.8
Clc1ccc(C2C=C(c3cccs3)Nc3nnnn32)c(Cl)c1 (stereo not given)
    0.0	8	-20	1.9
Oc1ccc(CCNc2cc(Nc3cnccn3)ncn2)cc1
    -0.1	-11	46*	3.3

Additional entries follow.
Fields: FBW7 act	MITF inh	TEAD-YAP inh	GPR151 activ
COc1cccc(NC(=S)N2CCC(NC(=O)c3ccco3)CC2)c1
    1.3	10	2	-0.7
COc1cccc(/C=N/NC(=O)c2ccccc2I)c1O
    -0.1	14	13	-1.2
O=C(CN1C(=O)C2CCCCC2C1=O)Nc1ccc(S(=O)(=O)Nc2ncccn2)cc1 (stereo not given)
    -0.2	-12	1	-1.5
COc1ccc(NC(=O)C(=O)Nc2cccc3cccnc23)cc1OC
    -0.1	-3	-3	-0.3
CCOc1ccc(S(=O)(=O)N2CCC(C(=O)N3CCCCCC3)CC2)cc1C
    -0.2	0	-4	1.4
CCNC(=O)C/C(C)=N/NC(=O)COc1ccc(C)cc1Br
    -0.1	-6	1	-0.8
CC1=C(C(=O)OCC2CCCO2)C(c2ccsc2)C2=C(CC(C)(C)CC2=O)N1 (stereo not given)
    0.0	-2	-7	1.2
COc1ccc(-n2nc3c(c2NC(=O)C(C)(C)C)CS(=O)C3)cc1 (stereo not given)
    -0.1	-16	-5	0.8
C/C(=N\NS(=O)(=O)c1ccc(C(C)(C)C)cc1)c1ccccc1
    1.8	-2	0	0.9
O=C(CCNc1n[nH]c(=O)[nH]c1=O)N/N=C/c1cccnc1
    0.0	1	0	1.0
O=C(NC(=S)Nc1ccc(N2CCOCC2)c(Cl)c1)c1ccc(Cl)cc1
    -0.3	8	-10	0.7
O=C(CCn1c2ccccc2c2ccccc21)N1CCn2cnnc2C1
    -0.1	12	0	-1.1
Cn1/c(=N/NC(=O)c2ccccc2I)sc2ccccc21
    -0.3	12	-32	-0.1
CC1CN(c2nc3c(c(=O)[nH]2)CCN(C(=O)c2ccn[nH]2)C3)CC(C)O1 (stereo not given)
    0.0	-13	-12	-1.0
COc1cccc(/C=C(\C#N)C(=O)NCc2cccc(Cl)c2)c1OC
    0.2	-15	-15	-0.8
CCC(=O)NC(=S)Nc1ccccc1
    -0.1	-4	-6	1.2
O=C(Nc1noc2ncccc12)C(c1ccccc1)c1ccccc1
    -1.1	-20	3	-1.5
O=C1C=C(N2CCN(c3ccc([N+](=O)[O-])cc3)CC2)c2ccccc2C1=O
    -0.1	-14	-8	-0.5
O=C(Cc1ccc(NC2=NC3CS(=O)(=O)CC3S2)cc1)Nc1ccccc1 (stereo not given)
    -0.2	-4	-10	1.2
COc1ccc(-c2nnc3ccc(SC(C)C)nn23)cc1OC
    0.9	-4	-26	2.7

Further structures:
Fields: FBW7 act	MITF inh	TEAD-YAP inh	GPR151 activ
COC(=O)c1cccc(C(=O)Nc2ccc(C)cc2)n1
    0.1	6	-27	-6.8
COc1ccc(C(CC(=O)c2ccco2)C2CCCCC2=O)cc1 (stereo not given)
    0.1	10	-4	-1.8
CC(C)(C)c1ccc(-c2nnc(N)s2)cc1
    -0.1	0	-18	-0.4
COc1ccc(/C=c2\sc3nncn3c2=O)cc1
    0.2	-4	4	0.1
COc1ccccc1NC(=O)c1c(NCc2ccc(OC)c(OC)c2)sc2c1CCC2
    0.5	16	0	1.4
Cc1ccc2c(c1)N(CC(=O)OC1CCCCC1)C(=O)C(C)O2 (stereo not given)
    0.1	12	-4	-0.7
Clc1ccc(Nc2nc(-c3ccc(I)cc3)cs2)cc1Cl
    -0.1	3	-3	2.0
CN(CC1Cc2ccccc2O1)C(=O)C1CC(Cc2ccc3c(c2)OCO3)=NO1 (stereo not given)
    0.2	19	-10	-0.8
Cc1cc(C)c(S(=O)(=O)N2CCCOC2CNC(=O)C(=O)NCCN(C)C)c(C)c1 (stereo not given)
    0.4	10	3	0.0
CCc1nn(CC(=O)N2CCN(C)CC2)c(=O)c2cc3sccc3n12
    0.2	14	-4	-0.5
CCOC(=O)C1=C(CN2CCc3ccccc32)NC(=O)NC1c1cccc([N+](=O)[O-])c1 (stereo not given)
    0.5	15	8	-1.1
C/C(=C\C(=O)c1cccn(Cc2ccccc2)c1=O)c1cccn(Cc2ccccc2)c1=O
    -0.1	3	7	1.6
CCC(c1nnnn1C(C)(C)C)N(CCOC)Cc1cc2cccc(C)c2n2nnnc12 (stereo not given)
    0.2	-10	-1	1.2
CCCCC(C(=O)O)N1C(=O)C2C3C=CC(C4CC34)C2C1=O (stereo not given)
    0.6	14	7	-2.1
CC(C)(C)c1ccc2oc(-c3ccc(NC(=O)c4cccc([N+](=O)[O-])c4)cc3)nc2c1
    -0.2	9	-6	-0.8
COc1ccccc1N1CCN(c2c(-c3ccc4c(c3)OCC(=O)N4)c(=O)c2=O)CC1
    0.6	13	19	-2.4
COc1cc(C2NC(=O)N(C)C(C)=C2C(=O)OC(C)C)ccc1OC(F)F (stereo not given)
    -0.1	-10	-7	-0.7
O=C1CN(C(=O)/C=C/c2ccc(Cl)cc2Cl)CCN1
    0.0	12	-12	0.0
COc1ccc(N2CCN(S(=O)(=O)c3cc(C(=O)Nc4cccc(OC)c4)ccc3F)CC2)cc1
    -0.1	-2	24	-0.4
Cc1cc(/C=C(\C#N)C(=O)NCc2cccs2)c(C)n1C1CCCC1
    -0.3	4	-36	-0.2

4 successive entries out of the list so far, for reference:
Fields: FBW7 act	MITF inh	TEAD-YAP inh	GPR151 activ
COc1cc(C2NC(=O)N(C)C(C)=C2C(=O)OC(C)C)ccc1OC(F)F (stereo not given)
    -0.1	-10	-7	-0.7
O=C1CN(C(=O)/C=C/c2ccc(Cl)cc2Cl)CCN1
    0.0	12	-12	0.0
COc1ccc(N2CCN(S(=O)(=O)c3cc(C(=O)Nc4cccc(OC)c4)ccc3F)CC2)cc1
    -0.1	-2	24	-0.4
Cc1cc(/C=C(\C#N)C(=O)NCc2cccs2)c(C)n1C1CCCC1
    -0.3	4	-36	-0.2

Next section:
Fields: FBW7 act	MITF inh	TEAD-YAP inh	GPR151 activ
CC(=O)Nc1ccc(NC(=O)COc2ccc(Br)cc2C)cc1
    0.0	11	-23	8.7*
COC(=O)CCCC(=O)N1CCOc2ccc(CN3CCCCC3C(=O)OC)cc2C1 (stereo not given)
    0.8	18	7	-1.5
O=C(Nc1nc(C(=O)N2CCN(c3ccc(Cl)cc3)CC2)cs1)c1ccccc1
    -0.1	-10	-1	-0.8
Cn1c(CCNC(=O)CCc2nnc(Cc3c[nH]c4ccccc34)o2)nc2ccccc21
    0.1	9	2	0.1
CCOC(=O)c1sc(NC(=O)c2cc3nc(-c4ccc(Cl)c(Cl)c4)cc(C(F)(F)F)n3n2)c(C(=O)OCC)c1C
    0.1	5	1	0.6
COC(=O)c1ccc2c(c1)CC(c1nc3ccc(-c4cn[nH]c4)cc3s1)CO2 (stereo not given)
    -0.2	13	0	0.1
Cc1ccccc1NC(=O)N1CCCC(c2nc(-c3ccc(F)cc3)no2)C1 (stereo not given)
    0.2	14	-37	-1.6
Nc1cc(C(=O)OCC(=O)N2CCCc3ccccc32)ccc1Cl
    0.0	-4	12	0.2
CC1CCCCC1Nc1cnn(C23CC4CC(CC(C4)C2)C3)c(=O)c1Cl (stereo not given)
    0.2	13	-1	-0.8
CCCOc1ccc(OC(=O)c2cccc([N+](=O)[O-])c2)cc1
    -0.1	4	-6	-0.2
c1ccc(Oc2cccc(CNCC3CCCO3)c2)cc1 (stereo not given)
    0.4	39	-9	1.4
COc1cc([N+](=O)[O-])ccc1NC(=O)COc1ccccc1Br
    0.1	6	-9	-1.1
O=C(Nc1ccccc1C(F)(F)F)N1CCC(CN2CCCC2)CC1
    1.4	2	2	-0.4
O=c1ccc2cc(S(=O)(=O)N3CCOCC3)ccc2o1
    -0.2	9	7	1.5
Cc1ccc(-c2ccc(N3CCN(S(=O)(=O)c4cccs4)CC3)nn2)cc1
    -0.1	-9	-10	-0.5
O=C(NC1CC2CCC1C2)c1ccc(Cl)c(S(=O)(=O)N2CCOCC2)c1 (stereo not given)
    -0.1	-6	-6	-0.6
CCCN1C(=O)CC(c2ccc(OC)c(OC)c2)S(=O)(=O)c2ccccc21 (stereo not given)
    -0.1	4	2	0.0
O=C(O)c1cccc(NC(=O)c2cccc(N3C(=O)C4C5C=CC(C5)C4C3=O)c2)c1 (stereo not given)
    0.3	10	13	-3.4
Cn1c(C(=O)O)c(CC(=O)N2CCN(c3ccc(F)cc3)CC2)c2ccccc21
    0.0	11	2	1.1
COc1ccccc1N(CC(=O)Nc1ccccc1C(F)(F)F)S(=O)(=O)c1ccc(C)cc1
    -0.1	5	7	2.7

More entries follow.
Fields: FBW7 act	MITF inh	TEAD-YAP inh	GPR151 activ
CN(CCC(=O)NCC1Cc2cccc(-c3ccccn3)c2O1)C1CCS(=O)(=O)C1 (stereo not given)
    -0.1	-6	4	1.5
Cc1cc(C)c(N2C(=O)c3ccc(C(=O)Nc4ccccc4C(=O)O)cc3C2=O)c(C)c1
    0.1	3	5	0.0
CCCc1nnc(SCC(=O)N2CCN(c3ccc(OC)cc3)CC2)n1C
    0.1	11	5	1.9
O=C(O)Cc1ccc(NC(=O)C2CCCCC2C(=O)O)cc1 (stereo not given)
    0.0	10	-8	0.1
C=C(C)C(C)(C#CCN1CCCCC1)OCCC#N (stereo not given)
    0.1	12	-6	-0.7
CC(=O)c1ccc(NC(=O)c2ccc(NC(=O)C3COc4ccccc4O3)cc2)cc1 (stereo not given)
    -0.1	-3	-17	-0.6
CN(CCC(=O)c1ccc(Br)cc1)CC(=O)O
    0.4	10	5	-0.2
CCN(CC)c1nc(NCc2nc3ccccc3[nH]2)nc(N2CCc3ccccc3C2)n1
    0.0	11	0	2.2
CCOC(=O)c1cc2c(=O)n3ccccc3nc2n(C2CCCCC2)c1=NC(=O)c1cccs1
    0.4	12	-17	-1.8
CCOCCCNC(=O)c1c[nH]c2ccc(S(=O)(=O)N(C)c3ccc(C)c(C)c3)cc2c1=O
    0.3	16	12	0.8
NC(=O)C1CCN(C(=O)CCCCCn2c(=S)[nH]c3cc4c(cc3c2=O)OCO4)CC1
    0.0	2	1	-0.5
CCOc1cc(/C=C2/NC(=O)N(Cc3ccccc3F)C2=O)c(Br)cc1O
    -0.1	0	1	-1.0
Cc1cc(C)c2nc3c(cc2c1)CN(CCCO)C(=NCC1CCCO1)S3 (stereo not given)
    -0.2	-2	-6	2.8
O=c1[nH]c(/C=C/c2cccc([N+](=O)[O-])c2)c([N+](=O)[O-])c(=O)[nH]1
    -0.5	-11	-3	-0.6

Some of these compounds in order of formula weight, smallest number first:
Fields: FBW7 act	MITF inh	TEAD-YAP inh	GPR151 activ
CN(CCC(=O)c1ccc(Br)cc1)CC(=O)O
    0.4	10	5	-0.2
O=C(O)Cc1ccc(NC(=O)C2CCCCC2C(=O)O)cc1 (stereo not given)
    0.0	10	-8	0.1
Cc1cc(C)c2nc3c(cc2c1)CN(CCCO)C(=NCC1CCCO1)S3 (stereo not given)
    -0.2	-2	-6	2.8
Cc1cc(C)c(N2C(=O)c3ccc(C(=O)Nc4ccccc4C(=O)O)cc3C2=O)c(C)c1
    0.1	3	5	0.0
